TRHR enhancer: TRH receptor (human) allosteric enhancement. P34981. TRHR cells, fluo-8 calcium fluorescence, EC20 TRH enhancement. enhancement, % at 2 µM. 0.66% of 360,000 active; in the data active = enhancement above about 30%; note: 0% is about no effect
Target sequence (P34981 whole entry, looked up): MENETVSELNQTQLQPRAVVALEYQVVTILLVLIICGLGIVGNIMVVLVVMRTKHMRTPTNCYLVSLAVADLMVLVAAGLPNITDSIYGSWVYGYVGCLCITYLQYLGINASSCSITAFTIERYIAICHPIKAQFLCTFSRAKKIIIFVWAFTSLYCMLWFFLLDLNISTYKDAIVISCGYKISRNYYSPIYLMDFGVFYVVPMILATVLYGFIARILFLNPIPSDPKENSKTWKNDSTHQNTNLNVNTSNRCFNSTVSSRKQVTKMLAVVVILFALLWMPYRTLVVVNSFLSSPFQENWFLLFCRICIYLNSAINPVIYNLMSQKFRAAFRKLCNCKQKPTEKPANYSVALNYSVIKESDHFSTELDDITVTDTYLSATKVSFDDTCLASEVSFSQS
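TRHR-expressing cells loaded with fluo-8 calcium dye were read kinetically (ex 480/em 530) during compound addition, then stimulated with an EC20 of TRH (10 nM final). Enhancement of the Gq-mediated intracellular calcium response was scored.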
mIDH1 inhibitor: human IDH1 R132H inhibition; IDH1-R132H enzyme, NADPH consumption, diaphorase/resazurin fluorescence; Potency, µM (doses to about 76.6 µM), without a hit: top-dose activity change, negative = inhibition, most hits filed as inhibitors; 0.093% of 390,000 active; note: potency is the fitted concentration of half-maximal effect; % is set by controls: 0 for no effect and ±100 for the full control effect; nearly all actives have a fitted effect of over 65% in size
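IDH1-R132H (0.5 ug/mL) preincubated 30 min with compound, then NADPH (0.016 mM) and alpha-KG (2 mM) added; 80 min at RT, pH 7.5. Remaining NADPH coupled via diaphorase/resazurin to fluorescence (540/590 nm); concentration-response curves normalized to no-enzyme control.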
TrxR1 substrate: substrates of rat thioredoxin reductase 1; purified TrxR1 substrate turnover, NADPH consumption readout; Potency, µM (series often up to 114 µM), without a hit: top-dose activity change, negative = substrate turnover; 0.01% of 390,000 active; note: potency is the fitted concentration of half-maximal effect; % is set by controls: 0 for no effect and ±100 for the full control effect; nearly all actives have a fitted effect of over 50% in size
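Rat TrxR1, dispensed at 90 nM, was prereduced with 400 uM NADPH (final) for 5 min at ~22 deg C, then incubated with compound 15 min before 400 uM selenite. A first-read NADPH fluorescence drop versus no-compound background flagged substrates.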
USP1 inh: inhibitors of human USP1/UAF1 deubiquitinase; recombinant USP1/UAF1, Ub-Rhodamine cleavage fluorescence; Potency, µM (doses to about 57.1 µM), for the others: at the top dose activity change, negative = inhibition, usual class: inhibitors; O94782; 0.23% of 390,000 active; note: potency is the fitted concentration of half-maximal effect; % is set by controls: 0 for no effect and ±100 for the full control effect; nearly all actives have a fitted effect of over 60% in size; inactives centre near -12
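USP1/UAF1 complex (1 nM) preincubated 15 min at room temperature with compound, then Ub-Rho substrate (150 nM final) added. Kinetic fluorescence at 480/540 nm over 6 reads at 60 s intervals; 50 mM HEPES pH 7.8, 0.5 mM EDTA, 0.1 mg/ml BSA, 1 mM TCEP, 0.01% Tween-20.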
Pin1 inh: human Pin1 inhibition; AID 504891; Potency, µM (top dose mostly 115 µM), without a hit: top-dose activity, negative = inhibition, actives largely listed as inhibitors; Pin1 FP peptide displacement, HiFluor488, 10 min; 0.009% of 390,000 active; Q13526; active = well fitted inhibition curve with a large enough effect in the polarisation, with a control signal flat, not every such curve was filed as active; inconclusive = small, poorly fitted or top-dose-only effect, or effect the other way, or a change in a side signal; inactive = no such curve, though single readings can be large or run the other way; the % refers to the polarisation; note: potency is the fitted concentration of half-maximal effect; % is set by controls: 0 for no effect and ±100 for the full control effect
Target sequence (Q13526 whole entry, looked up): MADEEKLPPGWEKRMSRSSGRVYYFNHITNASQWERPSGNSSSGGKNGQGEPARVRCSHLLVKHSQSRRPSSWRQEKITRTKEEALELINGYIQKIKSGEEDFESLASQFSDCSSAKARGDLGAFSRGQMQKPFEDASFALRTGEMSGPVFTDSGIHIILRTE
D2 antagonist: antagonizes the human D2 dopamine receptor; P14416; 2% of 340,000 active; HEK293 TREx D2 cells, calcium flux, dopamine EC80; inhibition, % at 10 µM; AID 485344; in the data active = inhibition above about 30%; note: 0% is about no effect
Target sequence (P14416 whole entry, looked up): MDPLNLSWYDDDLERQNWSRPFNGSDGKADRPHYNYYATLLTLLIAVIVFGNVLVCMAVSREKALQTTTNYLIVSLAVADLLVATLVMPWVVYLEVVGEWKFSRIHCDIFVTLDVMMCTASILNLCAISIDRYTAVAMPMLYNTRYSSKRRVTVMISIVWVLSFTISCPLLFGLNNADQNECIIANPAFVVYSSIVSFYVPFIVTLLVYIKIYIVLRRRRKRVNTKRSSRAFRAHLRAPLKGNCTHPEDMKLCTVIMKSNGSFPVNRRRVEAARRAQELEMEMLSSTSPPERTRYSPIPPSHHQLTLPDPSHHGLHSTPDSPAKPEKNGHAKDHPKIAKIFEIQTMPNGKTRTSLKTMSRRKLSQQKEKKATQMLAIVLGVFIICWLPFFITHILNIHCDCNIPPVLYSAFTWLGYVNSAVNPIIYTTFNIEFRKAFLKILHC
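Overnight-induced (tetracycline, 30 C) HEK293 T-REx cells carrying force-coupled D2 receive a no-wash calcium dye, then compound, then EC80 dopamine at 180 s; signals are read kinetically throughout.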
TRHR ag: agonists of human TRH receptor; 0.18% of 360,000 active; P34981; activation, % at 2 µM; AID 493084; TRHR cells, calcium flux fluo-8, FDSS agonist mode; in the data active = activation above about 30%; note: 0% is about no effect
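TRHR-expressing cells loaded with fluo-8 calcium dye; 23 nL library compound pin-transferred, kinetic FDSS fluorescence (Ex 480/Em 530) recorded about 180 s for agonist-induced calcium release, before a 10 nM TRH EC20 addition for potentiator mode.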
D2 ag: D2 dopamine receptor (human) agonism; HEK293 T-REx D2 cells, calcium flux agonist mode; activation, % at 2 µM; 0.53% of 340,000 active; P14416;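 active = activation over 3 SD above normal in the single-dose calcium agonist read, cut at about 30% in these data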; note: 0% is about no effect
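Agonism is scored from calcium flux in a force-coupled, inducible HEK293 cell line expressing D2, read kinetically for 180 s after compound addition against dopamine controls.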
rTrxR1 inhibitor: inhibitors of rat thioredoxin reductase 1 | Potency, µM (series often up to 114 µM), for inactives: top-dose activity change, negative = inhibition, usual class: inhibitors | 1% of 390,000 active | AID 588453 | recombinant rTrxR1, NADPH fluorescence consumption, selenite substrate | O89049; note: potency is the fitted concentration of half-maximal effect; % is set by controls: 0 for no effect and ±100 for the full control effect; nearly all actives have a fitted effect of over 65% in size
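Rat TrxR1 (90 nM in the dispensed reagent) was pre-reduced with 400 uM NADPH for 5 min at room temperature, then incubated with compound for 15 min. After 400 uM selenite was added, NADPH fluorescence (Ex 340/Em 450 nm) was followed for 8 min.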
* marks the source's active call; other numbers are inactive results; ? = inconclusive; . = not tested or not shown; [ ] = remark or other dose. Unless noted, calls come from the whole dose curve; as a rule, active = well fitted inhibition curve with a large enough effect; inconclusive = small, poorly fitted or top-dose-only effect; inactive = no such curve, though single readings can be large or run the other way. Not all compounds are listed; rates above refer to the full screens.

SMILES	TRHR enhancer	mIDH1 inhibitor	TrxR1 substrate	USP1 inh	Pin1 inh	D2 antagonist	TRHR ag	D2 ag	rTrxR1 inhibitor
CC1Sc2ccc(S(=O)(=O)N3CCC(C(=O)Nc4ccc(Cl)cc4)CC3)cc2NC1=O (stereo unspecified)	-2	-1%	-3%	?	?	-21	1.0	0.1	16%
COc1ccc(CCNC(=O)c2cc3ccccc3oc2=O)cc1	2	8%	5%[57.1 µM]	-16%	-4%	-6	-0.2	-0.9	2%[57.1 µM]
CN(C)c1cc(NC(=O)CN2CCCC2)c2ccccc2n1	2	0%	14%	-7%	-9%	-2	-0.4	1.1	-5%
O=C(Cc1cccc([N+](=O)[O-])c1)Nc1ccc(C(=O)N2CCOCC2)cc1	.	4%	3%	-20%	-5%	.	.	.	10%
O=S(=O)(c1ccccc1)N1CCC2(CC1)OCCO2	-4	5%	7%[57.1 µM]	7%	-10%	-14	-0.1	0.8	14%[57.1 µM]
CCOc1ccc(OCC)c(NC(=O)CSc2nnc(-c3cccnc3)o2)c1	-1	8%	-4%	-20%	-3%	4	-0.4	-2.1	10%
CC1(C)CC(=O)C2=C(C1)Nc1ccccc1N(C(=O)C1CC1)C2c1ccco1 (stereo unspecified)	-10	-2%	-3%	-14%	1%	17	-0.5	0.3	-7%
COc1ccccc1NC(=O)CSc1nc(O)c(C/C=C/c2ccccc2)c(=O)[nH]1	-3	10%	1%	-2%	-4%	.	-0.5	-1.2	?
COc1ccc(NC(=O)COC(=O)CNC(=O)c2cccs2)cc1Cl	2	-11%	8%	-25%	4%	8	-0.3	-1.8	16%
OC(CNCCNc1ncccc1C(F)(F)F)Cn1ccc2ccccc21 (stereo unspecified)	2	-7%	2%	-22%	-4%	.	0.1	.	13%
Cc1ccc(C)c(Cn2cnc3c(oc4ccccc43)c2=O)c1	6	-1%	0%	-7%	-8%	-4	1.0	-0.6	0%
CC(C)Sc1nc2c(c(=O)n(C)c(=O)n2C)n1Cc1ccc(Cl)cc1	-4	-1%	-5%	-12%	3%	-13	-0.2	-2.1	3%
CN(C)C(CNC(=O)c1ccc(NS(=O)(=O)c2ccc(F)cc2)cc1)c1ccco1 (stereo unspecified)	3	-10%	2%	-8%	8%	-8	0.0	0.4	6%
Cc1[nH]n(-c2ccccc2)c(=O)c1/C=N/N1CCOCC1	-1	-4%	0%	-14%	-3%	9	-1.1	-0.6	10%
O=C1c2ccccc2C(Nc2cccnc2)N1Cc1ccc2c(c1)OCO2 (stereo unspecified)	-6	-12%	3%[57.1 µM]	-9%	-5%	-8	0.3	0.3	16%[57.1 µM]
Cc1cccc(-c2nc(CS(=O)CC(=O)NCCc3ccccc3)c(C)o2)c1 (stereo unspecified)	-2	8%	2%	-17%	8%	-1	-0.6	0.4	7%
CN(C)CCSc1nc(O)c(-c2ccccc2)c(=O)n1-c1ccccc1	5	-2%	8%[57.1 µM]	-8%	3%	-11	-2.7	-3.6	-1%[57.1 µM]
O=C(NCCCn1ccnc1)c1cc2cc([N+](=O)[O-])ccc2oc1=O	-7	0%	-18%	-9%	1%	3	0.3	-0.2	-11%
Cc1ccc(C)c(NC(=O)c2cc(S(=O)(=O)N3CCCCC3)ccc2N2CCOCC2)c1	-10	-3%	-12%	1%	2%	0	0.5	0.3	-15%
CCOc1ccccc1NC(=O)c1c(NCc2ccc(OC)c(OC)c2OC)sc2c1CCC(C)C2 (stereo unspecified)	-6	5%	6%[57.1 µM]	-23%	-1%	.	-0.2	-0.3	4%[57.1 µM]
CCOc1ccccc1NC1c2ccccc2C(=O)N1c1ccc(C)cn1 (stereo unspecified)	3	15%	-1%[57.1 µM]	-13%	-3%	12	-0.1	-0.7	14%[57.1 µM]
CC(=O)N1CCc2c(sc3c2c(=O)n(Cc2ccccc2)c(=O)n3Cc2ccccc2F)C1	-4	?	-6%	-7%	86%[activator]	.	0.9	.	15%
O=C1COc2ccc(C(=O)c3ccccc3)cc2CN1	1	-2%	5%	-1%	1%	-13	-0.4	-0.1	13%
CCOc1ccc(C2C=C(c3ccc(F)cc3)Nc3ncnn32)cc1 (stereo unspecified)	-3	8%	19%	-20%	-8%	0	18	2.0	-15%
CN1C(=S)SC(N(O)C(=O)Nc2cccc3ccccc23)C1(C)C (stereo unspecified)	-1	4%	40%	-4%	3%	10	0.4	1.8	1%
O=C(O)C1CC2CCC1CC2 (stereo unspecified)	.	6%	7%[57.1 µM]	2%	-2%	.	.	.	1%[11.4 µM]
Cc1ccc(C(=O)N/C(=C\c2ccco2)C(=O)NCCCn2ccnc2)cc1	6	4%	5%[57.1 µM]	-5%	-1%	-15	0.0	1.0	7%[57.1 µM]
CCCCN(C(=O)CCCc1nc2ccccc2c(=O)[nH]1)c1c(N)n(CCCC)c(=O)[nH]c1=O	-5	-6%	-3%	-5%	-6%	6	-0.2	0.0	7%
COc1ccc(C(=O)N/C(=C\c2cn(S(=O)(=O)N(C)C)c3ccccc23)C(=O)NCCN2CCOCC2)cc1OC	-1	10%	-1%	-20%	-5%	13	0.1	0.4	-5%
Cc1ccc(NC(=O)c2oc3ccc(S(=O)(=O)N(C)C4CCCCC4)cc3c2C)c(C)c1	4	0%	5%[57.1 µM]	-20%	0%	.	0.6	-0.4	21%[57.1 µM]
COc1ccc(-c2coc3cc(OC(C)=O)c(OC)cc3c2=O)cc1	.	?	4%	-28%	6%	.	.	.	-11%
COc1ccc(CNC(=O)c2ccc(N(C)S(=O)(=O)c3ccc(C)cc3)cc2)cc1	3	1%	-8%	-6%	4%	-7	1.2	1.0	-3%
CC1CCc2c(sc3nc(CSc4nnnn4C)[nH]c(=O)c23)C1 (stereo unspecified)	2	-3%	-3%	3%	-29%	6	0.2	1.0	1%
O=C(CSc1nc2ccccc2c(=O)n1-c1ccccc1)c1c[nH]c2ccccc12	-9	1%	-2%[57.1 µM]	1%	13%	-8	0.2	0.7	4%[57.1 µM]
Cc1ccc(S(=O)(=O)Nc2ccccc2-c2nc3ccccc3[nH]c2=O)cc1	-1	1%	6%	-11%	1%	-16	-0.4	-0.1	10%
CCCOC(=O)C1=C(C)NC2=C(C(=O)CCC2)C1c1ccc(N(C)C)cc1 (stereo unspecified)	4	9%	-6%	-7%	-1%	7	-0.1	0.7	-11%
Cc1ccccc1N1CCN(c2ncnc3scc(-c4cccs4)c23)CC1	-10	0%	9%	-18%	2%	-5	0.2	0.6	16%
COc1cccc(-c2cc(C(F)(F)F)c(C#N)c(=O)[nH]2)c1	6	-1%	227%[activator][57.1 µM]	-11%	-2%	1	-2.0	-1.1	35%[57.1 µM]
COc1cc2c(cc1OC)CN(C(=O)CCC(=O)c1ccc(F)cc1)CC2	.	-1%	2%	-22%	15%	.	.	.	4%
O=C(Cn1cnc2cc([N+](=O)[O-])ccc2c1=O)Nc1cccc(S(=O)(=O)N2CCOCC2)c1	0	2%	-4%[57.1 µM]	-15%	16%	-8	-0.7	1.9	-1%[57.1 µM]
NS(=O)(=O)c1ccc(NC(=O)COC(=O)CCc2ccc(S(=O)(=O)N3CCOCC3)cc2)cc1	-1	-3%	-4%	-20%	4%	-6	0.5	1.3	3%
Cc1cc(C)c(NC(=O)CSc2nc(-c3ccc(F)cc3)nc3c2Cc2c(CO)cnc(C)c2O3)c(C)c1	9	20%	6%	?	-7%	.	0.7	1.2	22%
COc1cccc(CNC(=O)C2CCCN(S(=O)(=O)N(C)c3ccc(F)cc3)C2)c1OC (stereo unspecified)	-10	0%	-1%	-20%	0%	.	-0.7	-0.5	14%
Cc1cc(=O)oc2cc(OCC(=O)NC3CC(C)(C)NC(C)(C)C3)ccc12	-1	3%	29%	-14%	-11%	-10	1.0	0.8	14%
Cc1ccccc1C(=O)NC(=S)Nc1ccccc1C(=O)O	2	5%	1%[57.1 µM]	-11%	7%	6	-0.1	-0.4	2%[57.1 µM]

Grouped by structure, the entries above with an aryl thioether with sulfur outside any ring.
SMILES	TRHR enhancer	mIDH1 inhibitor	TrxR1 substrate	USP1 inh	Pin1 inh	D2 antagonist	TRHR ag	D2 ag	rTrxR1 inhibitor
CCOc1ccc(OCC)c(NC(=O)CSc2nnc(-c3cccnc3)o2)c1	-1	8%	-4%	-20%	-3%	4	-0.4	-2.1	10%
COc1ccccc1NC(=O)CSc1nc(O)c(C/C=C/c2ccccc2)c(=O)[nH]1	-3	10%	1%	-2%	-4%	.	-0.5	-1.2	?
CC(C)Sc1nc2c(c(=O)n(C)c(=O)n2C)n1Cc1ccc(Cl)cc1	-4	-1%	-5%	-12%	3%	-13	-0.2	-2.1	3%
CN(C)CCSc1nc(O)c(-c2ccccc2)c(=O)n1-c1ccccc1	5	-2%	8%[57.1 µM]	-8%	3%	-11	-2.7	-3.6	-1%[57.1 µM]
CC1CCc2c(sc3nc(CSc4nnnn4C)[nH]c(=O)c23)C1 (stereo unspecified)	2	-3%	-3%	3%	-29%	6	0.2	1.0	1%
O=C(CSc1nc2ccccc2c(=O)n1-c1ccccc1)c1c[nH]c2ccccc12	-9	1%	-2%[57.1 µM]	1%	13%	-8	0.2	0.7	4%[57.1 µM]
Cc1cc(C)c(NC(=O)CSc2nc(-c3ccc(F)cc3)nc3c2Cc2c(CO)cnc(C)c2O3)c(C)c1	9	20%	6%	?	-7%	.	0.7	1.2	22%
